# MCL1-BIM inh – MCL1-BIM-BH3 interaction inhibition (human); Q07820; GST-MCL1 / FITC-Bim-BH3 fluorescence polarization; inhibition, % at 10.9 µM; 320,000 compounds, 0.68% hits; AID 2057;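 active means inhibition above the mean inhibition of all tested compounds plus 3 SD, set per campaign, cut at about 40% in these data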;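 further: 0% = DMSO wells and 100% = unlabeled Bim-BH3 peptide control; higher means more loss of mP so more displacement of Bim peptide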
# GRK2 aptamer HTS – inhibitors of human GRK2 displacing RNA aptamer | bead flow cytometry, FAM-aptamer displacement from GRK2 | inhibition of aptamer binding, % at 10 µM | 330,000 compounds, 0.59% hits | AID 488847 | P25098;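 active means inhibition of aptamer binding above 40%, roughly 3 SD of noise, on plates passing a quality check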;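 further: median bead fluorescence of bound FAM aptamer so fluorescent compounds give negative values; no value below 0 was filed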
# Bcl-xL primary – Bcl-xL (human) inhibition | inhibition, % at 10.9 µM | 320,000 compounds, 0.7% hits | GST-Bcl-xL / FITC-Bim BH3 peptide fluorescence polarization | AID 2129 | Q07817;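 active means inhibition above the mean of all tested compounds plus 3 SD, cutoff set per campaign, cut at about 30% in these data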;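 further: 0% = DMSO wells and 100% = unlabeled Bim-BH3 peptide competitor; inhibitors lower millipolarization by displacing the labeled peptide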
# Fam108B counter – counter-screen for RBBP9 inhibitors: inhibitors of mouse Fam108B | recombinant Fam108B, FP-Rh probe fluorescence polarization | AID 1947 | inhibition, % at 9.51 µM | 300,000 compounds, 0.33% hits;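 active means inhibition above the screen mean inhibition plus 3 SD, computed separately per campaign, cut at about 18% in these data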;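 further: inhibitors lower polarization as less probe binds the enzyme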
# GLD-1 TGE inh – GLD-1-TGE RNA interaction inhibition (C. elegans). inhibition, % at 5.96 µM. AID 2280. purified GLD-1 + fluorescein TGE RNA, fluorescence polarization. 320,000 compounds, 0.44% hits;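 active means percent inhibition above a per-plate cutoff, the plate mean of test compounds plus 3 SD, cut at about 30% in these data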;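 further: 0% = DMSO wells with GLD-1 and probe and 100% = wells lacking GLD-1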
# MEX-5 binding – C. elegans MEX-5 TCR-2 RNA binding activity; MEX-5/FITC-TCR2 RNA binding, fluorescence polarization; stronger effect = lower value; Q9XUB2; 300,000 compounds, 0.38% hits; activity score (negative = inhibition of binding), % at 10 µM;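 active means inhibition past about -25% in most replicates, and total fluorescence under double the plate's negative control median, limit read from the data; inconclusive means replicates evenly split on the limit, or fluorescence at least double controls; inactive means too little inhibition in most replicates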;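 further: 0% = DMSO and -100% = 5 µM competing unlabeled TCR2 RNA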
# VLA-4 inh – inhibition in a human VLA-4 binding assay. 330,000 compounds, 0.2% hits. VLA-4 expressing cells, ligand binding flow cytometry. inhibition, % (about 7 µM as worked out from the volumes in the protocol); in the data active means inhibition above about 50%
# Target sequence (P13612 whole entry, looked up): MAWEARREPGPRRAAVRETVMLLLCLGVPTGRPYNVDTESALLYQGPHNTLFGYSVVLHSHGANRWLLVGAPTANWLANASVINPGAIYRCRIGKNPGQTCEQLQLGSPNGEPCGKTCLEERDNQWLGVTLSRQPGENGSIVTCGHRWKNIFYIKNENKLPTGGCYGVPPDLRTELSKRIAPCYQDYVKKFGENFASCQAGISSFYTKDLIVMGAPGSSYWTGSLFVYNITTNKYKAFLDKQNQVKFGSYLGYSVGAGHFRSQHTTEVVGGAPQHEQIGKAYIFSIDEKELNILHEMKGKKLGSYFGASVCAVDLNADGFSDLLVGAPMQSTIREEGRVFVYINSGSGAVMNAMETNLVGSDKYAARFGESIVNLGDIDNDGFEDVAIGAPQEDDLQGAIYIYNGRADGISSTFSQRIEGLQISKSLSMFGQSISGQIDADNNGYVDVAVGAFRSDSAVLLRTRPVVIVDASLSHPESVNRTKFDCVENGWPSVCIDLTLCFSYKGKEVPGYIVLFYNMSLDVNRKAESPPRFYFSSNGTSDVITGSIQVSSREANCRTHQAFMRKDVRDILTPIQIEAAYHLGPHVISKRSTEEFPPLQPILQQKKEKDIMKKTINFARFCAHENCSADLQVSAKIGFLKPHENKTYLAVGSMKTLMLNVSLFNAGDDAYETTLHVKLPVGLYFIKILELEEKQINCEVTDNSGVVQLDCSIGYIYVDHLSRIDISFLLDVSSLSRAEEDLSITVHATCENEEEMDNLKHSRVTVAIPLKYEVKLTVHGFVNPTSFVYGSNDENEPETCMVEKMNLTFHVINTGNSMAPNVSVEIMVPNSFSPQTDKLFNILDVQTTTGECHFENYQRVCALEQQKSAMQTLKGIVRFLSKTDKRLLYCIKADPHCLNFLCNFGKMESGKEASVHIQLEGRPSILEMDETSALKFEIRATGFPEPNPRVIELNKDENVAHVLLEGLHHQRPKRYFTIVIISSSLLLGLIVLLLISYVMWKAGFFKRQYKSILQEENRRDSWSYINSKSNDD
# CIT2-GFP yeast – modulators of TOR pathway CIT2-GFP in S. cerevisiae. S. cerevisiae CIT2-GFP strain, flow cytometry, 3 h; 100 means same as DMSO wells. 320,000 compounds, 0.065% hits. GFP response vs DMSO, % at 10 µM;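 active means GFP response relative to DMSO above a set limit, near the screen mean plus 3 SD, cut at about 150% in these data; inconclusive means Fewer than 70 cells measured for a yeast strain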;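 further: ratio of well median GFP fluorescence to mean of DMSO wells on the plate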
# AGP1-GFP MLPCN – modulators of TOR pathway AGP1-GFP in S. cerevisiae. GFP response vs DMSO, % at 10 µM. 320,000 compounds, 0.02% hits. S. cerevisiae AGP1-GFP multiplex flow cytometry, 3 h; GFP as percent of DMSO wells;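 active means GFP response relative to DMSO above a set limit, near screen average plus 3 SD, cut at about 150% in these data; inconclusive means fewer than 70 cells counted for the yeast strain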;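 further: median GFP channel fluorescence of the gated AGP1 strain per well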
# Numbers without * were called inactive; i = inactive; ? = inconclusive; . = no result given.
SMILES,MCL1-BIM inh,GRK2 aptamer HTS,Bcl-xL primary,Fam108B counter,GLD-1 TGE inh,MEX-5 binding,VLA-4 inh,CIT2-GFP yeast,AGP1-GFP MLPCN
CC(=O)Nc1sc(C)c(C)c1C(=O)OC(C)C,6,0,-2,1,-6,-0.2,-18,97,92
Cc1occc1C(=O)Nc1ccccc1NC(=O)c1ccoc1C,14,3,7,2,7,2.0,11,102,106
COc1cc(/C=C2\CCC/C(=C\c3ccc(O)c(OC)c3)C2=O)ccc1O,4,0,1,14,-5,-0.1,-5,106,88
O=C(NC1CCCc2c1cnn2-c1ccc(F)cc1F)c1ccccn1 (stereo unspecified),-4,0,31*,11,-5,-0.5,-7,94,93
CC1(C)CC(=O)C(C(C2=C(O)CC(C)(C)CC2=O)c2ccc(Cl)c([N+](=O)[O-])c2)C(=O)C1 (stereo unspecified),-2,11,5,-2,0,0.7,-6,95,97
CC(Sc1nnc(Nc2ccccc2F)s1)C(=O)NC1CC1 (stereo unspecified),-3,3,-2,.,-5,.,-13,102,100
COc1ccc(N(CC(=O)O)S(=O)(=O)c2ccccc2[N+](=O)[O-])c(OC)c1,0,1,3,-3,1,-0.3,11,101,105
CCOC(=O)c1nn(-c2ccccc2C)c(=O)cc1OCC(=O)N1CCN(c2ccccc2)CC1,-2,2,-1,4,-8,0.7,-1,105,108
Cc1ccc(OCC(=O)N(C)CC(=O)Nc2cccc(F)c2)cc1,3,0,3,1,6,3.7,-5,100,99
Cc1ccc(N2/C(=N/c3nc(C)cc(C)n3)NC(=O)CC2C(=O)O)cc1 (stereo unspecified),-7,0,1,0,0,-3.2,0,107,105
Cc1cc(C)c(NC(=O)c2oc3ccccc3c2COc2ccccc2)c(C)c1,-10,5,-9,-13,6,-0.2,2,94,96
C/C(=N\NC(=S)NCc1ccccc1)c1ccc(Cl)cc1,8,2,5,-4,5,0.9,0,107,101
Oc1ccccc1Nc1nc(NCC2CCCO2)c2ccccc2n1 (stereo unspecified),6,0,5,6,12,2.4,0,93,95
C/C(=N\O)c1c(C)c2ccccc2n1C,1,1,3,0,-2,-2.7,5,105,105
COc1ccccc1NS(=O)(=O)c1cccc2nsnc12,9,0,5,2,3,-1.2,25,113,112
COc1ccc(S(=O)(=O)NCCSc2ccc(Cl)cc2)cc1OC,1,2,-2,1,4,1.1,13,106,108
COc1cccc(CNC(=O)c2cccnc2Sc2ccccc2)c1,.,3,.,.,.,0.9,10,97,94
O=C(/C=C/c1cccc(F)c1)OCC(=O)N1CCCc2ccccc21,-4,0,0,3,8,1.0,2,105,104
Cc1cc(NC(=O)c2cccs2)ncc1NC(=O)C(C)C,5,7,8,2,-1,-1.6,6,107,105
COc1cc(S(=O)(=O)N(Cc2cccs2)CC2CCCO2)ccc1-n1cnnn1 (stereo unspecified),-1,0,-5,2,-3,2.0,11,102,103
COc1ccc(CCC(=O)NCC2CCCCC2)cc1OC,7,0,4,-3,2,-4.9,-1,93,101
CCSc1nnc(NC(=O)c2ccc(S(=O)(=O)N(C)C)cc2)s1,3,1,8,1,9,2.1,16,99,99
CCCS(=O)(=O)C/C(N)=N/OC(=O)c1ccccc1Cl,3,0,2,2,-5,-6.8,5,98,100
CCOC(=O)c1cc(OC(=O)c2cccnc2)n(-c2ccccc2)n1,-3,1,-1,-1,6,.,11,.,94
Cc1csc(=O)n1CCC(=O)N(C)Cc1c(F)cccc1Cl,.,0,.,.,0,.,-17,100,98
CC(=O)Nc1ccc(NC(=O)C(C)n2nc([N+](=O)[O-])c(Br)c2C)cc1 (stereo unspecified),10,0,9,4,8,-1.4,5,97,101
CCC(Sc1nc(-c2ccccc2)c(-c2ccccc2)[nH]1)C(=O)O (stereo unspecified),-7,4,-3,3,1,1.8,10,101,92
CC1CCc2c(sc(NS(=O)(=O)c3ccccc3)c2C(=O)OC(C)C)C1 (stereo unspecified),2,1,11,4,1,-1.8,3,105,107
O=C(N/N=C/c1ccccc1F)c1ccccc1OCc1ccccc1,-8,1,-3,0,4,2.0,14,103,107
O=C(NNC(=O)C1CC1c1ccccc1)c1ccccc1F (stereo unspecified),5,2,7,-1,3,-0.8,18,86,84

# One compound at a time, as listed above. Order of values: MCL1-BIM inh, GRK2 aptamer HTS, Bcl-xL primary, Fam108B counter, GLD-1 TGE inh, MEX-5 binding, VLA-4 inh, CIT2-GFP yeast, AGP1-GFP MLPCN
# CC(=O)Nc1ccc(NC(=O)C(C)n2nc([N+](=O)[O-])c(Br)c2C)cc1 (stereo unspecified) is listed with 10, 0, 9, 4, 8, -1.4, 5, 97, 101
# CCCS(=O)(=O)C/C(N)=N/OC(=O)c1ccccc1Cl is listed with 3, 0, 2, 2, -5, -6.8, 5, 98, 100

# (cont.)
SMILES,MCL1-BIM inh,GRK2 aptamer HTS,Bcl-xL primary,Fam108B counter,GLD-1 TGE inh,MEX-5 binding,VLA-4 inh,CIT2-GFP yeast,AGP1-GFP MLPCN
CCOC(=O)N1CCN(c2nc(C(F)(F)F)nc3c(C)cc(C)cc23)CC1,2,0,8,-3,4,1.8,8,92,98
C[C@]12C[C@H](O)[C@H]3[C@@H](CCC4=CC(=O)CC[C@@]43C)[C@@H]1CC[C@@H]2C(=O)CO,1,16,3,1,1,1.3,i,88,86
COc1ccc(-n2nc(C(=O)NCC(=O)NC3CCCCC3)c3ccccc3c2=O)cc1,0,0,-1,4,13,0.3,-2,100,102
CC1=CS(=O)(=O)CC1Sc1nc(C)n[nH]1 (stereo unspecified),-5,0,0,0,3,-1.1,2,92,94
CCOc1ccc2nnc(-c3ccc(Br)cc3)n2n1,-5,11,1,-4,-5,-2.9,-1,88,92
CCc1ccccc1-n1c(SCC(=O)c2c(N)n(C3CC3)c(=O)[nH]c2=O)nnc1N1CCOCC1,-26,2,-10,.,2,.,9,94,95
O=C(Cn1ccc(C(F)(F)F)n1)Nc1cccc(S(=O)(=O)N2CCCCC2)c1,-5,1,-7,-4,-5,-2.7,-1,97,96
Cc1ccc(C2=NN(C(=O)c3cccs3)C(c3ccccc3O)C2)cc1 (stereo unspecified),3,0,4,-5,8,-1.4,3,84,110
CN(C)CCCN1CC(C(=O)O)CC1=O (stereo unspecified),5,4,4,2,-1,0.5,-6,98,99
Cc1ccc(/C=N/NC(=O)c2nnn(-c3nonc3N)c2CSc2ccccc2)cc1,3,0,6,-4,-3,4.8,0,100,104

# New compounds follow:
# Results follow in this order: MCL1-BIM inh | GRK2 aptamer HTS | Bcl-xL primary | Fam108B counter | GLD-1 TGE inh | MEX-5 binding | VLA-4 inh | CIT2-GFP yeast | AGP1-GFP MLPCN
COCC(=O)Nc1ccc(C(=O)Nc2ccccc2Cl)cc1
  4 | 1 | 1 | 7 | 1 | 0.4 | 1 | 88 | 86
FC(F)(F)c1ccccc1CN1CCCC(N2CCN(c3ccccc3)CC2)C1 (stereo unspecified)
  -1 | 6 | 3 | 6 | -2 | 1.3 | 8 | 99 | 97
CCCN1C(=O)C2(C(C(=O)c3ccc(C)o3)=C(O)C(=O)N2CCCOC)c2ccccc21 (stereo unspecified)
  5 | 2 | 7 | -1 | -4 | -0.3 | 0 | 92 | 97
COc1cccc(NC(=O)Cc2csc(NC(=O)Nc3ccccc3OC)n2)c1
  -2 | 4 | 5 | -1 | 8 | -3.9 | 5 | 100 | 107
Cc1cccn2c(=O)nc(SCC(=O)N3CCN(c4ccccc4)CC3)nc12
  3 | 0 | -1 | 1 | -3 | -1.7 | 10 | 90 | 99
CC(C)N1CCN(C2CSCCSC2)CC1CCO (stereo unspecified)
  5 | 1 | 6 | 2 | 1 | -0.6 | -2 | 100 | 104
CCN(CC)S(=O)(=O)c1ccc(N2CCCC2)c(NS(=O)(=O)c2ccc([N+](=O)[O-])cc2)c1
  4 | 6 | 5 | 2 | 4 | -0.8 | 11 | 101 | 98
CCCCc1cc(=O)oc2cc(OC(C)C(=O)NCc3ccccn3)c(Cl)cc12 (stereo unspecified)
  -25 | 11 | -13 | -3 | -2 | -1.1 | 16 | 95 | 99
COc1cc([C@@H]2[C@H]3CNCC=C3C(C#N)=C(N)C2(C#N)C#N)ccc1OC(C)C
  -13 | 1 | -1 | -2 | -21 | -8.3 | -56 | 102 | 104
CNC(=O)CN(c1cccc2ccccc12)S(C)(=O)=O
  -4 | 1 | -1 | 0 | 0 | 1.3 | -3 | 98 | 101
COc1ccc(CCN2C(=O)c3[nH]nc(-c4ccccc4O)c3C2c2ccc(C)cc2)cc1OC (stereo unspecified)
  -6 | 5 | -6 | -2 | 2 | 1.2 | 3 | 96 | 100
O=C(NNC(=S)NC1CCCCC1)c1ccccc1Cl
  -1 | 1 | 2 | -1 | 2 | 2.2 | 2 | 114 | 110
Cc1cccc(NC(=O)CCS(=O)(=O)c2ccc3c(c2)oc(=O)n3C)c1
  -2 | 3 | 1 | -1 | -6 | 2.2 | -7 | 103 | 102
COc1ccccc1-c1c(C)nn2c(C)cc(C)nc12
  -7 | 4 | -6 | 0 | -4 | -1.8 | 35 | 91 | 97
Cn1c(=O)[nH]c(=O)c2c1nc(N1CCCC1)n2CCCSc1nc2ccccc2o1
  -3 | 2 | 0 | 2 | 7 | 0.8 | 12 | 98 | 101
CCSc1nc(CC)c2c(c1C#N)CCCC2
  5 | 0 | 7 | 1 | 5 | -1.2 | 3 | 94 | 94
CCn1c(SCC(=O)Nc2ccc(OC)c(OC)c2)nnc1-c1cccs1
  3 | 4 | 2 | 2 | 10 | -0.1 | 15 | 98 | 99
OC[C@H]1O[C@H](OCc2ccccc2)[C@H](O[C@@H]2OC[C@@H](O)[C@H](O)[C@H]2O)[C@@H](O)[C@@H]1O
  6 | 6 | 3 | 0 | -1 | 2.3 | -4 | 99 | 102
CCc1c(C(=O)N/N=C/c2cccs2)nnn1-c1nonc1N
  5 | 5 | 1 | 0 | 0 | -3.6 | 9 | 98 | 95
Cn1c(=O)oc2cc(S(=O)(=O)NCCN3CCN(c4ccccc4)CC3)ccc21
  1 | 0 | 2 | 2 | 3 | 0.4 | -30 | ? | ?
Cc1ccc(OCCn2cccn2)c(C)c1
  -1 | 3 | 4 | 2 | -1 | -2.1 | 8 | 102 | 106

# Arranged by value in MCL1-BIM inh (high to low): some entries from above.
SMILES	MCL1-BIM inh
OC[C@H]1O[C@H](OCc2ccccc2)[C@H](O[C@@H]2OC[C@@H](O)[C@H](O)[C@H]2O)[C@@H](O)[C@@H]1O	6
CCn1c(SCC(=O)Nc2ccc(OC)c(OC)c2)nnc1-c1cccs1	3
Cn1c(=O)oc2cc(S(=O)(=O)NCCN3CCN(c4ccccc4)CC3)ccc21	1
Cc1ccc(OCCn2cccn2)c(C)c1	-1

# High-throughput results from PubChem BioAssay.
